AID2073: disruptors of CaV2.2 binding to Mint1 – biochemical, HTRF (AID 2073); HTRF protein-protein interaction, Mint1-CaV2.2; higher % means a stronger effect; 290,000 tested, 0.19% active; one-dose inhibition, % at 20 µM; IC50 in µM for titrated hits; in the data active means inhibition mostly above about 51%, no sharp cut-off; further: some results filed as inactive read as strong as hits
GPR35 arrestin U2OS: inhibition of zaprinast-stimulated GPR35 beta-arrestin translocation – imaging, U2OS, beta-arrestin-GFP, zaprinast agonist, primary screen (AID 2058); U2OS GPR35 beta-arrestin-GFP translocation imaging, zaprinast antagonism; higher % means a stronger effect; inhibition, % at 10 µM, or IC50 in µM where a hit was titrated; 290,000 tested, 0.052% active;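 active means inhibition of at least 50% with at least 30 cells and total cytoplasm GFP at most 10,000,000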
NTR1 ag: NTR1-driven beta-arrestin-GFP spot formation – imaging, U2OS cells, high content, primary screen (AID 493036). P30989. agonist mode. activation, % at 20 µM. 330,000 tested, 0.17% active;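 active means activation at or above 40% of the spot to cytoplasm intensity ratio, with at least 20 cells analyzed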;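 further: 0% = DMSO without peptide and 100% = 100 nM NTR1 peptide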
Target sequence (P30989 whole entry, looked up): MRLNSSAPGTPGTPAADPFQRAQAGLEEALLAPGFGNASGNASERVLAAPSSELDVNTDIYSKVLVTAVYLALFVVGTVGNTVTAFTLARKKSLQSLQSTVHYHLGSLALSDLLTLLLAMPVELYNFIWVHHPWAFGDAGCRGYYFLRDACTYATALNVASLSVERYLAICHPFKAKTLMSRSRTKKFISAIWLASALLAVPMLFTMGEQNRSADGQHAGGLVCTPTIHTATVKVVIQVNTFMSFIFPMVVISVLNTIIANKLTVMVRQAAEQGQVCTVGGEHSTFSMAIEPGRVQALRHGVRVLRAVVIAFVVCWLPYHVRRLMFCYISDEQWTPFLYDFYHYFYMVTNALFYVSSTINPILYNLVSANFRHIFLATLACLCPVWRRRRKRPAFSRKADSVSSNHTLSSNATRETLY
Dengue-2 NS5 capping: Dengue-2 NS5 methyltransferase inhibitors, primary screen, biochemical, confirmation dose response (AID 588689) | Dengue-2 NS5 methyltransferase capping enzyme assay, biochemical; higher % means a stronger effect | inhibition, % at 25 µM, or IC50 in µM where a hit was titrated | 340,000 tested, 0.3% active; in the data active means a potency from the dose series
WT yeast gro inh: growth inhibition of WT yeast, mitochondrial fusion screen; mitochondrial fusion phenotypic screen, WT strain; inhibition, % at 10 µM; 190,000 tested, 2.1% active; in the data active means inhibition above about 58%; tested in S. cerevisiae
Autophagy HCS: alters autophagy in cells; MEF GFP-LC3 puncta imaging; test concentration mostly 10 µM; calls only at 10 µM (by protocol); 190,000 tested, 0.98% active;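 active means percentage of spot-positive cells more than 3 SD above its plate mean, without a fluorescence outlier flag or 80% toxicity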;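 further: spot-positive cell cutoff set from DMSO-treated cells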
LYP inhibition: PTPN22 lymphoid phosphatase activity blockers – biochemical, fluorescence intensity, uHTS (AID 1779); recombinant LYP phosphatase, fluorescence intensity; higher % means a stronger effect; one-dose inhibition, % at 11.5 µM; IC50 in µM for titrated hits; 290,000 tested, 0.054% active; in the data active means inhibition above about 50%;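 further: plate controls were vehicle with enzyme for no effect and no enzyme for full effect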
RSV antiviral HEp-2: inhibition of RSV-induced cytopathic effect – HEp-2 cells, primary 10 µM value included (AID 2391) | HEp-2 cells, RSV-induced CPE inhibition; higher % means a stronger effect | CPE inhibition, % at 10 µM, or IC50 in µM where a hit was titrated | 310,000 tested, 0.13% active; in the data active means a potency from the dose series; further: strong numbers were not always called active
UTI89 phage lysis: inhibition of K1F phage lysis, E. coli UTI89, bacterial capsule biogenesis inhibitors, alamar blue (AID 488966); E. coli UTI89 K1F phage lysis, alamar blue, 2 h; higher % means a stronger effect; inhibition, % at 100 µM, or IC50 in µM where a hit was titrated; 340,000 tested, 0.02% active;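 active means phage lysis inhibition, versus mean bacterial control, above a set limit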;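 further: capsule biogenesis inhibitors block K1F phage lysis so surviving cells raise fluorescence; higher fluorescence means more inhibition of phage lysis; actives were called in the ten point dose series up to 300 µM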
WT yeast gro inh mutant strain: recorded beside WT yeast gro inh, whose call it bears; inhibition, %; mitochondrial fusion phenotypic screen, mutant strain inhibition
Autophagy HCS cell loss 18 h: second read-out of Autophagy HCS, no call of its own (marks repeat the call); toxicity, %; measured here: cell loss, nuclei count;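 cell loss after 18 h compound exposure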
NTR1 ag cell count 20 µM: recorded beside NTR1 ag, whose call it bears; cell count; measured here: cell count, cytotoxicity flag
Active calls of the source: *; [ ] = another dose, or the depositor's remark. Rows are unselected; any-hit rate near 2.6%.

`NC(=S)N/N=C/c1cccc(Br)c1` gave AID2073 -2%, GPR35 arrestin U2OS -11%, NTR1 ag -0.5, Dengue-2 NS5 capping 1%, WT yeast gro inh 12, Autophagy HCS inactive, LYP inhibition 3%, RSV antiviral HEp-2 -2.5%, UTI89 phage lysis 0.1%, WT yeast gro inh mutant strain 22, Autophagy HCS cell loss 18 h -4 and NTR1 ag cell count 20 µM 65.
CCOC(=O)C1CCN(C(=O)c2ccccc2NS(=O)(=O)c2ccc(F)cc2)CC1 was read as AID2073 8%, GPR35 arrestin U2OS -22%, NTR1 ag 0.9, Dengue-2 NS5 capping 1%, WT yeast gro inh 11, Autophagy HCS inactive, LYP inhibition -3%, RSV antiviral HEp-2 1.0%, UTI89 phage lysis -7.0%, WT yeast gro inh mutant strain 6, Autophagy HCS cell loss 18 h 5 and NTR1 ag cell count 20 µM 37.
CCOc1cc(C(=O)O/N=C(\N)c2ccc([N+](=O)[O-])cc2)cc(OCC)c1OCC was read as AID2073 8%, GPR35 arrestin U2OS 5%, NTR1 ag 0.0, Dengue-2 NS5 capping -1%, WT yeast gro inh 11, Autophagy HCS inactive, LYP inhibition -7%, RSV antiviral HEp-2 0.1%, UTI89 phage lysis 0.3%, WT yeast gro inh mutant strain -73, Autophagy HCS cell loss 18 h -8 and NTR1 ag cell count 20 µM 73.
`Cn1nc(C(F)(F)F)c2cc(C(=O)NC3CC3)sc21` gave AID2073 -6%, GPR35 arrestin U2OS -25%, NTR1 ag -0.3, Dengue-2 NS5 capping 1%, WT yeast gro inh 4, Autophagy HCS inactive, LYP inhibition 5%, RSV antiviral HEp-2 -1.6%, UTI89 phage lysis -0.5%, WT yeast gro inh mutant strain 35, Autophagy HCS cell loss 18 h -26 and NTR1 ag cell count 20 µM 40.
CCC(C)c1ccc(NC(=O)CC(C)=O)cc1 (stereo not given) was read as AID2073 5%, GPR35 arrestin U2OS 4%, NTR1 ag -7.0, Dengue-2 NS5 capping 1%, WT yeast gro inh 1, Autophagy HCS inactive, LYP inhibition -4%, RSV antiviral HEp-2 -0.3%, UTI89 phage lysis 0.3%, WT yeast gro inh mutant strain 13, Autophagy HCS cell loss 18 h -5 and NTR1 ag cell count 20 µM 71.
For Cc1cccc(OCCOCCN2CCOCC2)c1C the results were AID2073 -2%, GPR35 arrestin U2OS -2%, NTR1 ag 0.1, Dengue-2 NS5 capping -7%, WT yeast gro inh -6, Autophagy HCS inactive, LYP inhibition -6%, RSV antiviral HEp-2 0.4%, UTI89 phage lysis 0.1%, WT yeast gro inh mutant strain 9, Autophagy HCS cell loss 18 h -3 and NTR1 ag cell count 20 µM 55.
`C=CCn1c(=NC(=O)c2ccc(S(=O)(=O)N3CCc4ccccc4C3)cc2)sc2cc(S(N)(=O)=O)ccc21` gave AID2073 44%, GPR35 arrestin U2OS -1%, NTR1 ag 2.8, Dengue-2 NS5 capping 1%, WT yeast gro inh -6, Autophagy HCS inactive, LYP inhibition -7%, RSV antiviral HEp-2 -0.5%, UTI89 phage lysis 2.0%[50 µM], WT yeast gro inh mutant strain 1, Autophagy HCS cell loss 18 h 5 and NTR1 ag cell count 20 µM 53.
For COc1cccc(/C=C2\SC(=O)N(CCC(=O)NNC(=O)c3cccc(Cl)c3)C2=O)c1 the results were AID2073 32%, GPR35 arrestin U2OS -10%, NTR1 ag -1.1, Dengue-2 NS5 capping -2%, WT yeast gro inh 10, Autophagy HCS inactive, LYP inhibition -8%, RSV antiviral HEp-2 -0.1%, UTI89 phage lysis 2.5%[50 µM], WT yeast gro inh mutant strain -4, Autophagy HCS cell loss 18 h -6 and NTR1 ag cell count 20 µM 72.
O=C(NNc1cc(Cl)cc(Cl)c1)c1c(F)cccc1Cl was read as AID2073 -15%, GPR35 arrestin U2OS 57%, NTR1 ag 1.4, Dengue-2 NS5 capping 8%, LYP inhibition -2%, UTI89 phage lysis -3.5% and NTR1 ag cell count 20 µM 39.
For CCN(CC)c1ccc(-c2nn3c(-c4ccccc4OC)nnc3s2)cc1 the results were AID2073 16%, GPR35 arrestin U2OS -11%, NTR1 ag 26, Dengue-2 NS5 capping 2%, WT yeast gro inh 34, Autophagy HCS inactive, LYP inhibition 7%, RSV antiviral HEp-2 -2.9%, UTI89 phage lysis -0.5%, WT yeast gro inh mutant strain 21, Autophagy HCS cell loss 18 h 57 and NTR1 ag cell count 20 µM 58.
NS(=O)(=O)c1ccc(CCNC(=O)CC(NC(=O)c2ccccc2Cl)c2ccccc2)cc1 (stereo not given) was read as AID2073 34%, GPR35 arrestin U2OS 6%, NTR1 ag 2.4, Dengue-2 NS5 capping -15%, LYP inhibition -5%, RSV antiviral HEp-2 -0.2%, UTI89 phage lysis -0.2% and NTR1 ag cell count 20 µM 59.
CC(=O)N1CCN(C(=O)C(Cc2ccccc2)NC(=O)c2ccccc2)CC1 (stereo not given) was read as NTR1 ag 0.7, Dengue-2 NS5 capping -5%, RSV antiviral HEp-2 0.4%, UTI89 phage lysis 0.3%[50 µM] and NTR1 ag cell count 20 µM 66.
For CCCCC(=O)Nc1ccc(C(=O)NNC(=S)NC(=O)c2cccs2)cc1 the results were AID2073 -23%, GPR35 arrestin U2OS 4%, NTR1 ag -0.1, Dengue-2 NS5 capping -8%, WT yeast gro inh -16, Autophagy HCS inactive, LYP inhibition 0%, RSV antiviral HEp-2 2.2%, UTI89 phage lysis 5.4%[50 µM], WT yeast gro inh mutant strain -4, Autophagy HCS cell loss 18 h 3 and NTR1 ag cell count 20 µM 57.
`COc1cc2c(cc1OC)CN(CC(=O)Nc1ccc(Cl)cc1Cl)CC2` gave AID2073 4%, GPR35 arrestin U2OS -18%, NTR1 ag 1.7, Dengue-2 NS5 capping -10%, LYP inhibition -5%, RSV antiviral HEp-2 3.5%, UTI89 phage lysis -0.2% and NTR1 ag cell count 20 µM 43.
N#Cc1nc(Cc2ccccc2)oc1NCc1ccccc1Cl was read as AID2073 -2%, GPR35 arrestin U2OS -15%, NTR1 ag 3.1, Dengue-2 NS5 capping -1%, WT yeast gro inh -1, Autophagy HCS inactive, LYP inhibition -3%, RSV antiviral HEp-2 -1.7%, UTI89 phage lysis 0.3%, WT yeast gro inh mutant strain -1, Autophagy HCS cell loss 18 h 5 and NTR1 ag cell count 20 µM 37.
CC(C)c1nnc(NC(=O)C2CCCN2C(=O)Nc2cccc(Cl)c2)s1 (stereo not given) was read as AID2073 3%, GPR35 arrestin U2OS -6%, NTR1 ag 1.0, Dengue-2 NS5 capping -6%, LYP inhibition -1%, RSV antiviral HEp-2 1.3%, UTI89 phage lysis 0.5% and NTR1 ag cell count 20 µM 49.
For COC(=O)c1ccc(/C=C/C(=O)c2ccc(OC)c(OC)c2)cc1 the results were AID2073 22%, GPR35 arrestin U2OS 1%, NTR1 ag 2.4, Dengue-2 NS5 capping -45%, WT yeast gro inh -4, Autophagy HCS inactive, LYP inhibition 2%, RSV antiviral HEp-2 -1.5%, UTI89 phage lysis 0.2%, WT yeast gro inh mutant strain 3, Autophagy HCS cell loss 18 h 6 and NTR1 ag cell count 20 µM 38.
CCCC(=O)OCCNc1cc(Sc2nccn2C)c2nonc2c1[N+](=O)[O-] was read as AID2073 -70%, GPR35 arrestin U2OS -4%, Dengue-2 NS5 capping 6%, WT yeast gro inh 15, Autophagy HCS inactive, LYP inhibition -11%, RSV antiviral HEp-2 -1.4%, UTI89 phage lysis -3.6%, WT yeast gro inh mutant strain 28 and Autophagy HCS cell loss 18 h 3.
Cc1ccc(C2=NN(S(C)(=O)=O)C(c3ccc4c(c3)OCO4)C2)cc1 (stereo not given) was read as AID2073 -3%, GPR35 arrestin U2OS 6%, NTR1 ag -1.6, Dengue-2 NS5 capping 1%, WT yeast gro inh 0, Autophagy HCS inactive, LYP inhibition -8%, RSV antiviral HEp-2 1.9%, UTI89 phage lysis 1.9%[50 µM], WT yeast gro inh mutant strain 4, Autophagy HCS cell loss 18 h -6 and NTR1 ag cell count 20 µM 61.
Screening O=C(NCCCCCCNC(=O)OCCO)OCCO returned AID2073 4%, GPR35 arrestin U2OS -8%, NTR1 ag 2.3, Dengue-2 NS5 capping -6%, WT yeast gro inh 13, Autophagy HCS inactive, LYP inhibition -3%, RSV antiviral HEp-2 -1.8%, UTI89 phage lysis 0.6%, WT yeast gro inh mutant strain -14, Autophagy HCS cell loss 18 h 27 and NTR1 ag cell count 20 µM 35.
`CSc1nc(Oc2ccc(C)cc2)cc(C(F)(F)F)n1` gave AID2073 11%, GPR35 arrestin U2OS 13%, NTR1 ag 4.0, Dengue-2 NS5 capping -11%, WT yeast gro inh -7, Autophagy HCS inactive, LYP inhibition 4%, RSV antiviral HEp-2 0.2%, UTI89 phage lysis 0.3%, WT yeast gro inh mutant strain 2, Autophagy HCS cell loss 18 h -4 and NTR1 ag cell count 20 µM 55.
For COc1ccc(-c2nnc(NC(=O)CSc3ccc(Cl)cc3)s2)cc1OC the results were AID2073 -5%, GPR35 arrestin U2OS 1%, NTR1 ag 1.6, Dengue-2 NS5 capping -6%, WT yeast gro inh -7, Autophagy HCS inactive, LYP inhibition -8%, RSV antiviral HEp-2 3.2%, UTI89 phage lysis 1.7%[50 µM], WT yeast gro inh mutant strain 3, Autophagy HCS cell loss 18 h -7 and NTR1 ag cell count 20 µM 52.
For CC(=O)Nc1ccccc1N(CC(O)Cn1c2ccccc2c2ccccc21)S(=O)(=O)c1ccc(C)cc1 (stereo not given) the results were AID2073 19%, GPR35 arrestin U2OS -8%, NTR1 ag 8.5, Dengue-2 NS5 capping 1%, WT yeast gro inh 15, Autophagy HCS inactive, LYP inhibition 4%, RSV antiviral HEp-2 2.9%, UTI89 phage lysis 0.2%, WT yeast gro inh mutant strain -1, Autophagy HCS cell loss 18 h 10 and NTR1 ag cell count 20 µM 84.
`COc1ccc(C)cc1NC(=O)CSc1nc2ccccc2nc1N1CCCC1` gave AID2073 6%, GPR35 arrestin U2OS -10%, NTR1 ag 1.3, Dengue-2 NS5 capping -4%, LYP inhibition -1%, RSV antiviral HEp-2 6.1%, UTI89 phage lysis 0.8% and NTR1 ag cell count 20 µM 89.
`CCN1CC(c2ccccc2)C(c2ccc(Cl)cc2)=N1` (stereo not given) gave AID2073 -17%, GPR35 arrestin U2OS -4%, NTR1 ag 5.2, Dengue-2 NS5 capping -4%, WT yeast gro inh 25, Autophagy HCS inactive, LYP inhibition 0%, RSV antiviral HEp-2 0.3%, UTI89 phage lysis -0.8%[50 µM], WT yeast gro inh mutant strain -5, Autophagy HCS cell loss 18 h 11 and NTR1 ag cell count 20 µM 69.
Screening O=C(N/N=C/c1ccco1)c1cc(-c2ccccc2)nc2ccccc12 returned AID2073 12%, GPR35 arrestin U2OS -9%, NTR1 ag 0.2, Dengue-2 NS5 capping -5%, LYP inhibition -4%, RSV antiviral HEp-2 4.1%, UTI89 phage lysis 0.6% and NTR1 ag cell count 20 µM 50.
